Screening data as filed in PubChem BioAssay.
GSK3beta inhib: human GSK3beta kinase inhibitors, primary screen, biochemical, cell-free homogeneous, HTS; Glycogen synthase kinase-3 beta (Homo sapiens), P49841; GST-GSK3beta kinase, ADP-Glo luminescence, 60 min; active compounds read low; activity score (negative = inhibition), % at 10 µM; actives 0.038% (n = 300,000); AID 2097, 2009;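 active = more than half of replicate wells score below -50%, meaning over 50% inhibition versus plate controls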;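 note: 0% = median DMSO wells and -100% = median GW8510 positive control wells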
Target sequence (P49841 whole entry, looked up): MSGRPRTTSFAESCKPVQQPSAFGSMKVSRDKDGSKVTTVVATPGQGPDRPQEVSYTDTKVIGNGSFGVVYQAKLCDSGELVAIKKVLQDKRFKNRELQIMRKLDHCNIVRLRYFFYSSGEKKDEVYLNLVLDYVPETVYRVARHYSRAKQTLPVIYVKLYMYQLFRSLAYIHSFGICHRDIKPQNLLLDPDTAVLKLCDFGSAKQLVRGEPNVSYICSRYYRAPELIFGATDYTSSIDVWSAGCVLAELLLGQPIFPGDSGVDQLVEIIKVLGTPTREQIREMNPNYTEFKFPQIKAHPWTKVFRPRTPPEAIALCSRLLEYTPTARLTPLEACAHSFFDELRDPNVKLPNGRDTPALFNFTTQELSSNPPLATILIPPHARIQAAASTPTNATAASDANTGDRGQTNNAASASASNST
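Test system: GST-tagged human GSK3beta kinase, cell-free; evaluation: activity score scaled between in-plate DMSO and GW8510 controls; measured by: ADP-Glo luminescence; incubation: 60 min reaction, RT; benchmarks: DMSO and 20 µM GW8510; reagent: peptide substrate plus 25 µM ATP (final); medium: Tris/MgCl2 kinase buffer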
HDAC3 inh: HDAC3 deacetylase inhibitors, primary screen, biochemical, fluorescence, cell-free homogeneous; inhibition, % at 8.3 µM; actives 0.15% (n = 320,000); AID 2718, 2010; recombinant HDAC3, fluorogenic peptide/trypsin coupled; in the data active = inhibition above about 26%, passing the limit was not always enough
KCNQ1 act: potentiators or activators of KCNQ1 channel, primary screen, cell-based, thallium flux, high-throughput | CHO-K1 KCNQ1, thallium flux FluxOR fluorescence; active compounds read high | B-score at 10 µM | actives 0.35% (n = 310,000);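 active = fluorescence ratio B-score, a plate-corrected score, at least three library SD, with initial intensity B-score within 5 SD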
Target sequence (P51787 whole entry, looked up): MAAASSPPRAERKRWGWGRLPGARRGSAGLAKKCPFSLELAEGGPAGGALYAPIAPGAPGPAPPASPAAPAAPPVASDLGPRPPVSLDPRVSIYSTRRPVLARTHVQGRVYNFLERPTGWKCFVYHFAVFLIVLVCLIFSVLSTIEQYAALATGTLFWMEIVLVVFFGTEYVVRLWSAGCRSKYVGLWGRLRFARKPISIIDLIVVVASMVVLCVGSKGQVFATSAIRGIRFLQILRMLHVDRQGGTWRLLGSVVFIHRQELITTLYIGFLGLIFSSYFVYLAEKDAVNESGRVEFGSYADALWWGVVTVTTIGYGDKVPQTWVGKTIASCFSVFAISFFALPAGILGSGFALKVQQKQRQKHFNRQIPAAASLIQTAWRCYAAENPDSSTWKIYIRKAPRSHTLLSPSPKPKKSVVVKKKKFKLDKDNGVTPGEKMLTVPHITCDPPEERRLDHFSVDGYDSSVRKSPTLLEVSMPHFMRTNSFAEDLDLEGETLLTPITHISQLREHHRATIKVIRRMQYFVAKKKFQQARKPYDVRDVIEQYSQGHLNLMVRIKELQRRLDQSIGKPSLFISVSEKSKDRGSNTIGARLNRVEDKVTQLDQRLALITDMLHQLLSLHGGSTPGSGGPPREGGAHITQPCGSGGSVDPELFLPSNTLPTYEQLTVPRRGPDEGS
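System: CHO-K1 cells stably expressing KCNQ1 / Medium: assay buffer for compound exposure, DMSO matched across wells / Reagent: thallium- and potassium-containing depolarizing buffer / Compound: one concentration, matched DMSO / Incubation: 20 min compound pretreatment at room temperature / Measured by: kinetic FluxOR fluorescence, 10 s baseline plus 110 s post-stimulus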
KCNK3 inh: human KCNK3 channel inhibitors, primary screen, CHO cells, FluxOR thallium flux, B-score; Potassium channel subfamily K member 3 (Homo sapiens), O14649; FluxOR fluorescence; active compounds read low; B-score at 10 µM; actives 0.84% (n = 340,000);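 active = B-score under library mean minus 4 SD, starting fluorescence ratio at most library mean plus 5 SD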;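 note: more negative B-score means stronger inhibition of thallium flux through KCNK3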
KCNK9 block: KCNK9 potassium channel inhibitors, primary screen, HEK293 cells, thallium flux; Potassium channel subfamily K member 9 (Homo sapiens), Q9NPC2; actives 1.2% (n = 310,000); FluxOR thallium flux fluorescence; active compounds read low; B-score at 10 µM;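 active = ratio B-score over 3 SD below the library mean, with starting fluorescence within 5 SD of its mean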;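 note: negative B-score means less thallium flux so channel inhibition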
GSK3A inh: blockers of GSK3A enzyme activity – biochemical, luminescence, cell-free homogeneous, HTS, primary screen; Glycogen synthase kinase-3 alpha (Homo sapiens), P49840; GSK-3 alpha kinase, ADP-Glo luminescence, 60 min; inhibition, % at 10 µM; actives 0.1% (n = 320,000);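 in the data active = inhibition above about 50%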;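 note: GST-tagged GSK-3 alpha with peptide substrate and 25 µM ATP; 0% = DMSO neutral wells and 100% = GW8510 positive control wells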
RGS4 act: RGS4 potentiators or activators, primary screen, cell-based, HEK293 M3R inducible RGS4, calcium flux; carbachol calcium flux Fluo4; active compounds read low; B-score at 10 µM; actives 0.92% (n = 310,000);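 active = B-score of the integrated calcium signal more than 4 SD below the library mean, with starting fluorescence not abnormally high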;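 note: negative B-score means reduced calcium response which marks RGS4 activation or potentiation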
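Also added: carbachol at ECmax as muscarinic agonist stimulus; Assay system: HEK293 cells with stable M3R and inducible RGS4; Timing: overnight RGS4 induction, 30 min dye load 37 °C, 20 min compound RT; Measured by: Fluo4-AM (2 µM) calcium-flux fluorescence, kinetic read.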
PolyA inhibitor: polyadenylation inhibitors in yeast reporter cells, primary screen, luminescence, S. cerevisiae; calls only at 12 µM; actives 0.02% (n = 300,000); S. cerevisiae SKY197-pL101 polyadenylation reporter, beta-gal luminescence; efflux-impaired pdr1/pdr3 knockout yeast; score 100 = 6 SD above DMSO;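 active = lowest replicate activity score at least 50, where 100 means six control SD above control mean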;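 note: yeast exposed to compound for 9 h at 30 °C; higher score means more reporter readthrough which indicates perturbed polyadenylation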
DYRK1A inh: rat Dyrk1A kinase inhibitors, primary screen, biochemical, single point, plate reader | actives 0.43% (n = 310,000) | Dual specificity tyrosine-phosphorylation-regulated kinase 1A (Rattus norvegicus), Q63470 | ADP-Glo luminescence, NFATc1 peptide | AID 504441, 2011 | inhibition, % at 12.5 µM; in the data active = inhibition above about 50%;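 note: plate controls were vehicle with enzyme for no effect and no enzyme for full effect; many of its hits are not listed in these tables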
KCNQ1 block: inhibitors of human KCNQ1 channel, primary screen, cell-based, thallium flux, high-throughput; Potassium voltage-gated channel subfamily KQT member 1 (Homo sapiens), P51787; CHO-K1 KCNQ1, FluxOR thallium flux fluorescence; active compounds read high; B-score at 10 µM; actives 1.3% (n = 310,000); AID 2642, 2010;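 active = compounds whose thallium flux B-score, printed positive for inhibition, exceeds three library SD while starting fluorescence stays within three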;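 note: channel opened by potassium depolarization with thallium stimulus after 20 min compound exposure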
hERG rescue: hERG rescue from dofetilide block, primary screen, cell-based, CHO-hERG, FluxOR thallium flux, dofetilide IC70 | Voltage-gated inwardly rectifying potassium channel KCNH2 (Homo sapiens), Q12809 | dofetilide IC70 present | activation (rescue from dofetilide block), less the hit threshold, % at 10 µM | actives 0.51% (n = 310,000);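 active = activation above the mean of controls blocked by dofetilide plus 5 SD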;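 note: thallium influx through hERG after potassium depolarization seen as dye fluorescence rise; in these data hits start at about 4.7%; inactives centre near -7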
Starred values were filed as active, the others as inactive; i = inactive; x = not tested or not shown. An excerpt; the hit share may differ from the screen's.

SMILES,GSK3beta inhib,HDAC3 inh,KCNQ1 act,KCNK3 inh,KCNK9 block,GSK3A inh,RGS4 act,PolyA inhibitor,DYRK1A inh,KCNQ1 block,hERG rescue
Cc1ccc(S(=O)(=O)Nc2ccccn2)cc1[N+](=O)[O-],0,3,i,i,i,1,i,i,-5,i,-1
Cc1ccccc1CO/N=C/c1[nH]ncc1Br,-5,4,i,i,i,2,i,i,x,i,-14
CC(NCCc1ccc(S(N)(=O)=O)cc1)C(=O)NCc1ccccc1 (stereo unspecified),-3,x,i,i,i,0,i,i,2,i,-4
NC(=O)c1cc(Br)cc2c3c([nH]c12)CCCC3,3,-3,i,i,i,36,i,i,55*,i,-8
O=C(Cc1ncn[nH]1)NCCc1ccccc1,3,12,i,i,i,-3,i,i,4,i,-8
CCOc1ccc(-n2c(SCC(=O)Nc3cc(OC)c([N+](=O)[O-])cc3C)nc3ccccc32)cc1,-1,7,i,i,i,x,i,i,-4,i,-8
COc1cccc(/C=C2/C(=O)NN(c3ccccc3)C2=O)c1,-1,0,i,i,i,0,i,i,0,i,-7
CCCSC1=C(C#N)C(c2ccccc2C)C(C(=O)OC)C(=O)N1 (stereo unspecified),0,5,i,i,i,-4,i,i,-2,i,-3
COc1ccc(NC(=O)ON=C2c3ccccc3-c3ccccc32)cc1,1,-2,i,i,i,-4,i,i,27,i,-5
COC(=O)c1c(NC(=O)Cc2ccccc2)sc2c1C(C(=O)OC)CC2 (stereo unspecified),3,-1,i,i,i,-3,i,i,x,i,-22
Cc1cccn2c(=O)c(C=O)c(Cl)nc12,4,-8,i,i,i,1,i,i,1,i,-13
COc1cc(C(=O)Nc2ccc(N3CCCS3(=O)=O)cc2)c([N+](=O)[O-])cc1OC,4,-3,i,i,i,0,i,i,-1,i,-8
Cc1[nH]nc(S(=O)CC(=O)O)c1[N+](=O)[O-] (stereo unspecified),1,5,i,i,i,-3,i,i,2,i,-3
N#CCc1ccc(NS(=O)(=O)c2ccc(N3CCCC3=O)cc2)cc1,3,1,i,i,i,-1,i,i,1,i,-13
Cn1c(SCC(=O)N/N=C/c2cccs2)nc2ccccc21,-1,6,i,i,i,3,i,i,5,i,-16
C=CC#CC1(O)CC(C)N(C)CC1C (stereo unspecified),0,3,i,i,i,-1,i,i,-1,i,-12
O=C(O)c1cccc2[nH]c(C(F)(F)F)nc12,-11,4,i,i,i,-1,i,i,-4,i,-4
Cc1nc2ccccc2n1CC(=O)NC(C)C1CC2CCC1C2 (stereo unspecified),0,3,i,i,i,6,i,i,x,i,-13
Cc1ccc(-c2nc(N)sc2-c2ccc(C)cc2)cc1,2,x,i,i,i,x,i,i,x,i,-13
CCC(C)NC(=O)CCc1nc2ccccc2n1-c1ccccc1 (stereo unspecified),5,0,i,i,i,0,i,i,-3,i,-8
CCn1c(=O)c2cc(C(=O)N(C)c3ccccc3F)sc2c2ccccc21,-7,10,i,i,i,0,i,i,-16,i,-2
Cc1cc(C)c2nc(NC(=O)c3ccc4c(c3)OCO4)sc2c1,-1,-6,i,i,i,-1,i,i,x,i,-6
CC(C)C(NC(=O)C12CC3CC(CC(C3)C1)C2)C(=O)NC1=NCCS1 (stereo unspecified),1,5,i,x,i,-1,i,i,x,i,-8
O=S(=O)(c1ccccc1)[C@@]1(c2ccccc2)C[C@@H]2ON=C(c3cccc(Br)c3)[C@@H]2C1,4,1,i,i,i,-2,i,i,6,i,-7
CC(C)(C)NC(=O)NC(=O)COC(=O)Cc1c(F)cccc1Cl,0,4,i,i,i,-3,i,i,1,i,-6
COC(=O)c1cc(C(=O)Nn2cnnc2)cc([N+](=O)[O-])c1,0,2,i,i,i,-1,i,i,-3,i,-5
COc1ccc(OC)c(/C=C/C(=O)c2ccc3c(c2)OCCO3)c1,3,12,i,i,i,-1,i,i,x,i,-6
CCCC(=O)O[C@@H]1C[C@@H](C)N(C(=O)c2ccccc2)c2ccc(C)cc21,1,x,i,i,i,x,i,i,0,i,-11
CCS(=O)(=O)N1CCC(NC(=O)c2ccco2)CC1,0,-1,i,i,i,-2,i,i,-2,i,-18
COc1ccc(OCC(=O)Nc2sc3c(c2C(=O)NCC2CCCO2)CCC3)cc1 (stereo unspecified),2,x,i,i,i,-3,i,i,6,i,-11
Cc1ccc(S(=O)(=O)Nc2ncnc3ccccc23)cc1,-1,8,i,i,i,2,i,i,6,i,-5
COc1ccc(Cl)c2c1[nH]c1nc(SCc3cccnc3)nnc12,-1,-1,i,i,i,-2,i,i,-2,i,0
N=c1n(CCCOc2ccc(F)cc2)c2ccccc2n1CC(N)=O,-4,-7,i,i,i,0,i,i,-6,i,-5
COc1ccc(S(=O)(=O)CCC(=O)Nc2cccc(OC)c2)cc1,1,4,i,x,i,0,i,i,x,i,-10
N/C(Cc1ccc([N+](=O)[O-])cc1)=N\OC(=O)c1ccc([N+](=O)[O-])cc1,0,-2,i,i,i,0,i,i,-3,i,-8
CC(Cc1c[nH]c2ccccc12)NC(=O)OCCCl (stereo unspecified),-25,4,i,i,i,1,i,i,x,i,-4
Cc1nn(C)cc1S(=O)(=O)N1CCN(c2ccc(F)cc2)CC1,1,-1,i,i,i,1,i,i,2,i,-9
COc1ccccc1C(=O)COC(=O)c1cc([N+](=O)[O-])ccc1N1CCOCC1,3,2,i,i,i,1,i,i,-6,i,-9
CCOC(=O)[C@H](CCc1ccccc1)N[C@@H](C)C(=O)N1[C@H](C(=O)O)C[C@@H]2CCC[C@@H]21,0,0,i,i,i,-3,i,i,-9,i,-5
O=C(OCC(=O)N1CCc2ccccc21)c1ccc[nH]c1=O,3,5,i,i,i,-1,i,i,x,i,0
COC(=O)CN1C(=O)C2(OCCCO2)c2ccccc21,-5,-2,i,i,i,-2,i,i,-2,i,-8
Cc1cc(N(CCO)CCO)ccc1N=Nc1cc(F)ccc1F,2,7,i,i,i,0,i,i,x,i,-1
CCC12C(=O)C(CC)(C(c3ccccc3)=C1c1ccccc1)[C@@H]1C(=O)N(c3ccc(C)cc3)C(=O)C12 (stereo partly specified),0,-1,i,i,i,-2,i,i,-3,i,-7
Nc1nonc1-n1nnc(C(=O)N/N=C/c2ccoc2)c1CSc1ccc(Cl)cc1,-3,4,i,i,i,0,i,i,0,i,-9
COc1ccccc1NC(=O)Cc1noc(CSc2nnc(C)n2C)n1,3,-1,i,i,i,-3,i,i,-3,i,-8
CC(=O)Nc1cccc(C(=O)OCC(=O)N2CCC(c3ccccc3)=N2)c1,2,5,i,i,i,0,i,i,-1,i,-5
CC(C)N1C(=O)CCC1C(=O)N1CCN(c2ccccn2)CC1 (stereo unspecified),1,0,i,i,i,-2,i,i,2,i,-3
O=C(c1ccc(C(F)(F)F)cc1)N1CCC(=O)N(C(CO)Cc2ccccc2)CC1 (stereo unspecified),3,-8,i,i,i,-3,i,i,x,i,-5
COc1ccc(-c2nc3ccccc3nc2-c2ccccc2)cc1OC,-6,0,i,i,i,-6,i,i,7,i,-19
COc1ccc(-c2csc(NC(=O)c3ccccc3Br)c2C(=O)O)cc1,11,-2,i,i,i,-9,i,i,0,i,-11
CCOC(=O)C1=C(N)OC2=C(C(=O)CCC2)C1c1ccco1 (stereo unspecified),6,-2,i,i,i,-1,i,i,-4,i,-9
CC(C)(C)S(=O)(=O)/C(C#N)=N/Nc1ccc(S(C)(=O)=O)cc1,2,-2,i,i,i,1,i,i,7,i,-7
Cc1ccccc1N1C(S)=C(C#N)C(=O)NC12CCCCC2,-2,x,i,i,i,x,i,i,3,i,-1
O=C(CN1CCN(S(=O)(=O)c2ccc(Br)cc2)CC1)c1ccc(O)c(O)c1,-2,2,i,i,i,-2,i,i,8,i,-8
COc1ccccc1-n1nnnc1SCC(=O)NC1CCCCC1,2,0,i,i,i,-3,i,i,-2,i,-10
Cc1cccc(/N=C/c2sc3ccccc3c2O)n1,0,2,8*,i,i,-1,i,i,12,i,6.7*

(further entries)
SMILES,GSK3beta inhib,HDAC3 inh,KCNQ1 act,KCNK3 inh,KCNK9 block,GSK3A inh,RGS4 act,PolyA inhibitor,DYRK1A inh,KCNQ1 block,hERG rescue
CC(OC(=O)c1ccc2c(=O)n3c(nc2c1)CCCCC3)C(=O)Nc1ccc(F)cc1Cl (stereo unspecified),-1,-4,i,i,i,-3,i,i,-1,i,-5
COc1ccc(/C=C/C=N/NC(=O)COc2ccc(OC)cc2)cc1,3,11,i,i,i,-1,i,i,-3,i,-4
CCC(C)CNC(=O)c1cccc(OC2CCN(CC(C)(C)C)CC2)c1 (stereo unspecified),0,-7,i,i,i,0,i,i,x,i,-5
CCC1CCC(C(=O)NC(C(=O)NCCc2ccc(S(N)(=O)=O)cc2)C(C)C)CC1 (stereo unspecified),-3,-1,i,i,i,0,i,i,-6,i,-3
CCc1ccc(NC(=O)Cn2nc(C)n3cccc3c2=O)cc1,1,-4,i,i,i,1,i,i,-6,i,-5

Random excerpt: 2 compounds from above, in no set order.
SMILES,GSK3beta inhib,HDAC3 inh,KCNQ1 act,KCNK3 inh,KCNK9 block,GSK3A inh,RGS4 act,PolyA inhibitor,DYRK1A inh,KCNQ1 block,hERG rescue
COc1ccc(/C=C/C=N/NC(=O)COc2ccc(OC)cc2)cc1,3,11,i,i,i,-1,i,i,-3,i,-4
CC(OC(=O)c1ccc2c(=O)n3c(nc2c1)CCCCC3)C(=O)Nc1ccc(F)cc1Cl (stereo unspecified),-1,-4,i,i,i,-3,i,i,-1,i,-5
